TbPYK inhibitor: T. brucei pyruvate kinase inhibition; Q57TT1; TbPYK enzyme, Kinase-Glo Plus ATP luminescence, 45 min; Potency, µM (series often up to 76.8 µM), inactives show at the highest dose activity, negative = inhibition, actives largely listed as inhibitors; hit rate 0.12% among 410,000; AID 624173; also: nearly all actives have a fitted effect of over 50% in size
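Activity of T. brucei pyruvate kinase was followed by Kinase-Glo Plus luminescence after the enzyme reacted 45 min at room temperature with 130 uM ADP (final) and substrate. Test compounds were added before ADP at multiple concentrations.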
LmPK inh: inhibitors of Leishmania mexicana pyruvate kinase. purified LmPK, Kinase-Glo ATP luminescence, 1 h. Potency, µM (series often up to 57.5 µM), inactives show top-dose activity change, negative = inhibition, hits mostly inhibitors. Q27686. hit rate 0.37% among 290,000
Target sequence (Q27686 whole entry, looked up): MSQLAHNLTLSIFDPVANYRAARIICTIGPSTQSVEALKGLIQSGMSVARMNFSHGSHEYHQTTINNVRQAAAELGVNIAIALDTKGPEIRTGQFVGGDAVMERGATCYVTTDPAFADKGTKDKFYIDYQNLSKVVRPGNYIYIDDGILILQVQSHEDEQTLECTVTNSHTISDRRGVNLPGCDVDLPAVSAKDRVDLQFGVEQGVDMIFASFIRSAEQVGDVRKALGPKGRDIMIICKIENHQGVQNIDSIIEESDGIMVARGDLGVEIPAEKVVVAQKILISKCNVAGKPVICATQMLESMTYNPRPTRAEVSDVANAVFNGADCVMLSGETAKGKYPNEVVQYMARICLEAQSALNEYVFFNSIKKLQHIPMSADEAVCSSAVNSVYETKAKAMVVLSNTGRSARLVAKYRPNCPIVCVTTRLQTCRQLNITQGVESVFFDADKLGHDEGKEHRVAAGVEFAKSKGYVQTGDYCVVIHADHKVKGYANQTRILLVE
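Screened at intermediate enzyme activity to detect both inhibitors and activators: LmPK at 0.1 nM, with a 0.5 nM enzyme column as activation reference. PEP 0.5 mM, ADP 0.1 mM; ATP detected by luminescence after 1 h.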
Pf growth 96h: P. falciparum growth inhibition at 96 hour, primary screen for plastid delayed-death inhibitors. Potency, µM (titrated, usually from 28.7 µM), inactives show top-dose activity change, negative = inhibition, most hits filed as inhibitors. P. falciparum luciferase reporter growth, 96 h. hit rate 6.9% among 320,000
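P. falciparum expressing integrated firefly luciferase, in erythrocytes at 2% hematocrit, 0.05% parasitemia, incubated with compounds 96 h at 37 C, 5% CO2. Growth inhibition read as loss of luminescence; two-generation exposure targets delayed-death apicoplast inhibitors.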
Sm TGR block: blocks Schistosoma mansoni thioredoxin glutathione reductase; Q962Y6; purified TGR, DTNB reduction, TNB absorbance 405 nm; Potency, µM (highest dose often 114 µM), for the others: top-dose activity change, negative = inhibition, most hits filed as inhibitors; hit rate 3% among 360,000; also: nearly all actives have a fitted effect of over 60% in size
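First, TGR (20 nM dispensed) and NADPH were mixed with compound. Second, a 15 min room-temperature incubation followed. Third, further NADPH and then DTNB were added to start the reaction. Finally, TNB absorbance was monitored kinetically.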
HCV inhibitor: HCV inhibition | hit rate 3.4% among 340,000 | Huh7.5.1 HCVcc-Cre infection, luciferase reporter, 44 h | Potency, µM (highest dose often 41.8 µM), without a hit: at the top dose activity change, negative = inhibition, hits mostly inhibitors
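Infectious HCVcc-Cre (~0.5 moi) was added to cells just after compound, with cells seeded 4 h earlier at 1,000 per well. Luciferase activity after 44 h culture reported infection; substrate was incubated 15 min at room temperature before reading.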
Pf growth 48h: P. falciparum growth inhibition at 48 hours (one generation). P. falciparum luciferase growth in erythrocytes, 48 h. Potency, µM (series often up to 28.7 µM), inactives show at the highest dose activity change, negative = inhibition, most hits filed as inhibitors. hit rate 5.9% among 310,000. AID 504832
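In quantitative HTS format, infected erythrocytes bearing luciferase-reporter parasites were treated for a single generation at 37 C. Luminescence after adding detection reagent served as the growth measure.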
* = called active by the depositor; ? = inconclusive; . = no result given; & = joins results of further samples; [ ] = remark or other dose. Calls follow the shape of the dose curve; as a rule, active = well fitted curve in the direction sought with a large enough effect; inconclusive = small, poorly fitted or top-dose-only effect, or another doubt; inactive = no such curve, though single readings can be large; an effect the other way counts as inactive or inconclusive. % is scaled to controls: 0 for no effect and ±100 for the full control effect; potency is read from the fitted curve at half-maximal effect. No enrichment for hits (roughly 16% active in at least one column).

SMILES | TbPYK inhibitor | LmPK inh | Pf growth 96h | Sm TGR block | HCV inhibitor | Pf growth 48h
S=C(NCCCN1CCOCC1)N1CCOCC1 | -4% | -1% | 19% | -7% | 4% | 7%
Cc1ccc(C)c(S(=O)(=O)N2CCN(C(=O)c3cncc(Br)c3)CC2)c1 | 1% | 5% | -19% | 0% | -13% | ?
CCN(CC(=O)Nc1cc(Cl)ccc1C)C(=O)c1cc([N+](=O)[O-])ccc1N1CCOCC1 | -9% | . | -1% | -2% | ? | -14%
Cc1csc(N2CCN(c3cc4c(cc3Cl)nc(-c3ccncc3)n4CCCN3CCCC3)CC2)n1 | -5% | -5% | 3.7µM* | -16% | ? | ?
O=[N+]([O-])c1ccc(N2CCCC2)cc1NC1CC1 | 1% | -3% | ? | -1% | ? | ?
O=C1c2ccccc2C(=O)N1Nc1ccc([N+](=O)[O-])cc1[N+](=O)[O-] | -6% | -8% | ? | 0% | 4% | 21%
O=[N+]([O-])c1ccc(Oc2ccc(C(F)(F)F)cn2)cc1 | -10% | -2% | 20%[5.75 µM] | -4% | -5% | 7%
Cc1cccc(/C=N/c2sc3c(c2C#N)CCN(Cc2ccccc2)C3)c1O | 1% | -1% | ? | -4% | 33%[activator] | -9%
Cc1cc2cc(CNC(=S)NCc3ccccc3)ccc2n1C | -2% | 2% | 44%[activator] | 0% | 14% | -27%
O=C1Cc2cc(S(=O)(=O)Nc3ccc(F)cc3Cl)ccc2N1 | 0% | . | ? | -12% | 2% | 22%
CCOc1cc2c(cc1OCC)C(c1ccccc1)N(c1ccccc1)C(=O)C2 (configuration not stated) | 0% | -4% | 4.1µM* | 1% | ? | ?
O=C(NC1CCCCC1)C1CCN(S(=O)(=O)c2cccc3nsnc23)CC1 | 1% | -1% | 14% | 1% | 1% | -11%
O=c1c(-c2ccc(Br)cc2)coc2c(CN3CCCCC3)c(O)ccc12 | -4% | 0% | 2.3µM* | -1% | 6% | 1.7µM*
COc1ccc(OCC(=O)Nc2cc3c(cc2C(=O)O)OCCCO3)cc1 | -27% | -2% | 8% | 2% | 6% | 13%
CCOc1cc(C(=O)NN2CCOCC2)cc(OCC)c1OCC | -1% | 10% | ? | -22% | -1% | 1%

Laid out differently: results already given.
SMILES	TbPYK inhibitor	LmPK inh	Pf growth 96h	Sm TGR block	HCV inhibitor	Pf growth 48h
Cc1csc(N2CCN(c3cc4c(cc3Cl)nc(-c3ccncc3)n4CCCN3CCCC3)CC2)n1	-5%	-5%	3.7µM*	-16%	?	?
O=[N+]([O-])c1ccc(N2CCCC2)cc1NC1CC1	1%	-3%	?	-1%	?	?
O=C1c2ccccc2C(=O)N1Nc1ccc([N+](=O)[O-])cc1[N+](=O)[O-]	-6%	-8%	?	0%	4%	21%
O=[N+]([O-])c1ccc(Oc2ccc(C(F)(F)F)cn2)cc1	-10%	-2%	20%[5.75 µM]	-4%	-5%	7%

Quoted at random: 3 records from the list.
SMILES | TbPYK inhibitor | LmPK inh | Pf growth 96h | Sm TGR block | HCV inhibitor | Pf growth 48h
Cc1cc2cc(CNC(=S)NCc3ccccc3)ccc2n1C | -2% | 2% | 44%[activator] | 0% | 14% | -27%
CCN(CC(=O)Nc1cc(Cl)ccc1C)C(=O)c1cc([N+](=O)[O-])ccc1N1CCOCC1 | -9% | . | -1% | -2% | ? | -14%
O=[N+]([O-])c1ccc(N2CCCC2)cc1NC1CC1 | 1% | -3% | ? | -1% | ? | ?

Further compounds:
SMILES | TbPYK inhibitor | LmPK inh | Pf growth 96h | Sm TGR block | HCV inhibitor | Pf growth 48h
CCCCOc1ccc(C(=O)Nc2ccc(S(=O)(=O)Nc3cc(C)on3)cc2)cc1OC | -1% | -1% | ? | 3% | 3% | ?
COCCn1cnnc1SCC(=O)Nc1sc2c(c1C#N)CCC2 | -4% | . | ? | -15% | -7% | -23%
O=C(COc1ccccc1)N1CCN(C(=O)COc2ccccc2)CC1 | -10% | -6% | ? | 3% | -1% | 6%
COc1ccc(CNC(=O)C2CCCN(c3nn4c(=O)cc(C)nc4s3)C2)cc1 (configuration not stated) | -3% | -10% | 9.3µM* | 30% | 3% | -14%
O=C(CSc1nnc(-c2ccc(F)cc2)o1)Nc1ccc(S(=O)(=O)N2CCCC2)cc1 | 3% | 2% | 25% | -13% | -29% | ?
COc1ccc(OCc2cc(C(=O)NC(C)Cn3cncn3)no2)c(Cl)c1 (configuration not stated) | 4% | -4% | 1% | -14% | . | 15%
CCOc1cc(/C=C(\C#N)c2nc(-c3cccs3)c(NC(C)=O)s2)ccc1O | -5% | 3% | ? | -4% | 0.89µM* | -28%
Cc1cccc(NC(=S)NCCO)c1C | 1% | 1% | 42%[activator] | -19% | -3% | 17%
Cc1ccsc1C(=O)C1CCCN(Cc2cnc(N(C)C)s2)C1 (configuration not stated) | . | 3% | ? | -3%[57.1 µM] | . | 17%
Cc1sc(-n2c(C)cc(/C=C3\SC(=S)NC3=O)c2C)c(C#N)c1C | -3% | 4% | 56%[activator] | -17% | -6% | 17%
Cc1cc(C)cc(-n2c(C)cc(/C=N/NC(=O)c3cccc([N+](=O)[O-])c3C)c2C)c1 | 5% | 5% | 12µM* | 5% | 4µM* | .
CCOC(=O)c1nnn(-c2nc(OC)nc(N3CCCCC3)n2)c1-c1ccccc1 | . | 3% | ? | -9% | . | ?
O=C(CNC(=O)c1ccccc1F)NC1CC1 | -8% | 2% | . | -2% | 3% | 1%
Cc1ccc(-c2csc3ncnc(OCC(=O)NC(=O)NCc4ccco4)c23)cc1 | 0% | 1% | . | ? | -23% | ?
O=C(CSc1ccccn1)Nc1ccc(Cl)c([N+](=O)[O-])c1 | -2% | -3% | ? | -2% | 13% | 402%[activator]
CCOc1ccc(S(=O)(=O)N/N=C(\C)C2CCCCC2)cc1 | -1% | 1% | ? | -8% | -7% | 18%
O=c1c2ccccc2nc(/C=C/c2cccc([N+](=O)[O-])c2)n1CCO | -1% | 6% | -24% | -10% | ? | -17%
COc1ccc(NC(=O)CCS(=O)(=O)c2ccc3c(c2)CCCN3C(C)=O)cc1Cl | 3% | 1% | 43%[activator] | -28% | -10% | .
COc1ccc(OC)c(NC(=O)NNC(=O)COc2ccc(F)cc2F)c1 | -5% | 1% | 57%[activator] | 1% | 11% | 35%[activator]
CCCCNC(=O)C(c1ccc(OCC(=O)OC)c(C(=O)OC)c1)N(CCc1ccccc1)C(=O)CCCCCN1C(=O)NC(c2ccc(-c3ccccc3)cc2)C(C(=O)OCc2ccccc2)=C1C (configuration not stated) | . | 7% | 2.1µM* | 3% | . | 1.9µM*
CCOC(=O)CSc1nnc(CNC(=O)c2ccc(OC)cc2)n1-c1ccc(OC)cc1 | 3% | 2% | 43%[activator] | 2% | 17% | 0%
O=C(O)/C(=C\c1ccc(-c2ccc(F)cc2)o1)c1ccccc1 | -13% | 2% | 24% | 18µM* | 14% | -6%
Cc1ccc(C)c(S(=O)(=O)N/N=C/c2ccc(F)cc2)c1 | -23% | -4% | 12% | -5% | 7% | 1%
Cc1cc(C(=O)N/N=C/c2ccco2)n[nH]1 | -2% | -10% | 0% | 14% | 1% | 122%[activator]
O=C(NC1CCCC1)c1cc2c(ccc3ccccc32)o1 | 6% | 3% | 7% | -22% | ? | .
COCCNC(=S)N1CCN(c2nc3ccccc3s2)CC1 | -2% | 0% | 18% | ? | ? | 46%[activator]
CCCOc1ccc(OC(=O)Cc2ccc(OC)c(S(=O)(=O)N3CCOCC3)c2)cc1 | 2% | . | ? | -7% | ? | 11%
COCCOc1cc(N(CC(=O)N(C)C)S(=O)(=O)c2ccccc2)c(Cl)cc1Cl | -9% | -3% | 12µM* | 24% | 2% | 4%
O=C(CSc1nnc(SCc2ccccc2)s1)N/N=C/c1c(Cl)cccc1Cl | 2% | 2% | -20% | 0% | -1% | 51%[activator]
CCC(=O)NC(C)c1cc(Cl)c2cccnc2c1O (configuration not stated) | 4% | . | ? | -4%&2% | . | ?
CC(C)[N+](C)(CCOC(=O)C1c2ccccc2Oc2ccccc21)C(C)C | 2%&6% | 2% | 0.015µM* | 18% | ? | ?
COC(=O)c1cc(OC)c(OC)cc1NC(=O)Cc1ccccc1[N+](=O)[O-] | 4% | 4% | 17% | -22% | . | -2%
ClC(Cl)(Cl)Cl | 1% | . | -56% | . | . | -59%
CCOC(=O)CNC(=O)CSc1nc(-c2ccccc2)ns1 | -17% | -1% | 49%[activator] | -10% | 13% | 8%
CC1(C)Cc2ccccc2-c2nc3n(c(=O)c21)CCS3 | -3% | 7% | -12% | 7% | -25% | -10%
COC(=O)C(CCCN1C(=O)c2ccccc2C1=O)(NC(C)=O)c1nn[nH]n1 (configuration not stated) | 6% | -3% | 0% | 8% | 20% | -20%
COc1ccc(Cc2cc(-c3ccc(F)cc3)n[nH]c2=O)cc1 | 1% | 3% | 24% | 0% | ? | 5%
CN(C)CCCNS(=O)(=O)c1ccc(Oc2ncc(C(F)(F)F)cc2Cl)cc1 | -3% | 0% | ? | 3% | ? | -8%
CCOc1ccccc1N(CC(=O)Nc1ccc(OC)c(OC)c1)S(=O)(=O)c1ccccc1 | 0% | -3% | ? | -5% | -18% | ?
O=C(CSC(=S)N1CCN(c2ccccc2)CC1)Nc1nc(-c2ccccc2)c(-c2ccccc2)o1 | -13% | -8% | 35%[activator] | -14% | 7% | 14%
O=C(CSCc1ccccc1)N1CCN(c2ccc(F)cc2)CC1 | -1% | 4% | 25% | 16% | 12% | 20%
O=[N+]([O-])c1ccc(S(=O)(=O)N2CCN(c3ccnc4cc(Cl)ccc34)CC2)cc1 | 4% | -5% | 2.6µM* | 4% | 0% | 5.2µM*
Cc1oc(-c2ccccc2F)nc1CN1CCC(C(=O)NC2CCCc3ccccc32)CC1 (configuration not stated) | -11% | 1% | 9% | -1% | ? | 26%
CCN(CC)S(=O)(=O)c1ccc(-c2csc(C)n2)s1 | -2% | -1% | 34%[activator] | 1% | -16% | 43%[activator]
c1ccc(-c2n[nH]nc2-c2ccccc2)cc1 | -2% | 0% | . | 5% | ? | -6%
CCOc1ccc(N(CC(=O)NCC2CCCO2)S(=O)(=O)c2ccc(C)cc2)cc1 (configuration not stated) | -2% | -3% | 18% | -1% | 11% | 19%
COc1ccc2[nH]c3c(=O)n(Cc4ccc(C(=O)N5CCCCCC5)cc4)c(=S)[nH]c3c2c1 | ? | 0% | 8% | -3% | -17% | -8%

Three compounds already listed, ordered by heavy-atom count, rising.
SMILES | TbPYK inhibitor | LmPK inh | Pf growth 96h | Sm TGR block | HCV inhibitor | Pf growth 48h
ClC(Cl)(Cl)Cl | 1% | . | -56% | . | . | -59%
CCOC(=O)CNC(=O)CSc1nc(-c2ccccc2)ns1 | -17% | -1% | 49%[activator] | -10% | 13% | 8%
CC(C)[N+](C)(CCOC(=O)C1c2ccccc2Oc2ccccc21)C(C)C | 2%&6% | 2% | 0.015µM* | 18% | ? | ?
